EPAC2 ag – qHTS for Agonist of cAMP-regulated guanine nucleotide exchange factor 4 (EPAC2): primary screen; actives 0.079% (n = 360,000); EPAC2 activation, biochemical qHTS; response scale: 100% = 6.5 mM cAMP response; Potency, µM (series often up to 154 µM), for inactives: top-dose activation, hits mostly activators; Rap guanine nucleotide exchange factor 4 (Homo sapiens), Q8WZA2; also: nearly all actives have a fitted effect of over 50% in size
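Each well held 100 nM EPAC2, 250 nM RAP1B-BODIPY-GDP and 50 uM GDP. Fluorescence, read at 5-min intervals to 30 min, was referenced to a 6.5 mM cAMP positive control.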
PTHR1 agonist – qHTS for PTHR1 Agonists: Primary Screen; Parathyroid hormone/parathyroid hormone-related peptide receptor (Homo sapiens), Q03431; HEK293 GP2 PTHR1 cells, GloSensor cAMP luminescence, 1 h; Potency, µM (titrated, usually from 115 µM), for inactives: top-dose activation, most hits filed as activators; actives 0.075% (n = 410,000); also: nearly all actives have a fitted effect of over 55% in size; some results filed as inactive show a strong effect at the top dose; inactives centre near -15; many of its hits are not listed in these tables
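HEK-293-derived GP2 cells expressing PTHR1 and a GloSensor cAMP reporter, 3,000/well, plated overnight, given luciferin plus IBMX (each 0.5 mM as added) for 1 h at 37 °C, then compound for 1 h at 37 °C. Luminescence was read after 15 min at room temperature.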
EPAC1 antagonist – qHTS for Antagonist of cAMP-regulated guanine nucleotide exchange factor 3 (EPAC1): primary screen; actives 0.14% (n = 360,000); AID 720709, 2013; Rap guanine nucleotide exchange factor 3 (Homo sapiens), O95398; EPAC1 GEF assay, Rap1b-BODIPY-GDP exchange fluorescence; Potency, µM (top dose mostly 115 µM), without a hit: top-dose activity change, negative = inhibition, usual class: inhibitors;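 also: plate controls were vehicle for no effect and positive control for full effect; nearly all actives have a fitted effect of over 50% in size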
Target sequence (O95398 whole entry, looked up): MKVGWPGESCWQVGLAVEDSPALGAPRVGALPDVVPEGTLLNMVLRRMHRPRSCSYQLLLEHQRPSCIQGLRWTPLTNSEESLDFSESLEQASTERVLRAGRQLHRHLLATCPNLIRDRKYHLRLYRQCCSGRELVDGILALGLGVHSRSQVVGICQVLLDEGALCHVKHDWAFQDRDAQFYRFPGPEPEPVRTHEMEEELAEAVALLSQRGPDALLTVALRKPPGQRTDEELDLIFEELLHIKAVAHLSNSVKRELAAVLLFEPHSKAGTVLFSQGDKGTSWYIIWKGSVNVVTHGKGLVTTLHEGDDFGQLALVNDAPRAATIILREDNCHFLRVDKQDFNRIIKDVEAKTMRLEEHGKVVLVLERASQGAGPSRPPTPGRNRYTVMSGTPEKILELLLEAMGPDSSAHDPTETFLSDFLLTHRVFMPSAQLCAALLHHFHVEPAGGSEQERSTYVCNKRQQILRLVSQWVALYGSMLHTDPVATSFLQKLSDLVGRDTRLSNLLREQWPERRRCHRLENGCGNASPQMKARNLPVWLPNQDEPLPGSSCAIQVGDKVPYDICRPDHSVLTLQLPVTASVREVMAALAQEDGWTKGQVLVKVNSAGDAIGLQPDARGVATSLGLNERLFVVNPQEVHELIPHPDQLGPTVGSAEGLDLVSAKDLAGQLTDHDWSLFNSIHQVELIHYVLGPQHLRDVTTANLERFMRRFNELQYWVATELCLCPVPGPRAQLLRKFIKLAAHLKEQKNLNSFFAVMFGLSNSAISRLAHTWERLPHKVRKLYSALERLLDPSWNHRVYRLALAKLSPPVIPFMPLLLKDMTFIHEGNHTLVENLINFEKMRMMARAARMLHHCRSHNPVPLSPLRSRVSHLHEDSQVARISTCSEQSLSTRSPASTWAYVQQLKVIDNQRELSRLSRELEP
EPAC1 agonist – qHTS for Agonist of cAMP-regulated guanine nucleotide exchange factor 3 (EPAC1): primary screen. Rap guanine nucleotide exchange factor 3 (Homo sapiens), O95398. AID 720707, 2013. EPAC1 agonist qHTS, biochemical assay; response scale: 100% = response to 6.5 mM cAMP. Potency, µM (doses to about 154 µM), without a hit: top-dose activation, hits mostly activators. actives 0.073% (n = 360,000); also: nearly all actives have a fitted effect of over 60% in size
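Compounds were pinned as a concentration titration into mixtures of EPAC1 (100 nM), BODIPY-GDP-loaded Rap1B (250 nM) and GDP (50 uM). After 5 min at room temperature, fluorescence was followed for 30 min; activity was scaled to 6.5 mM cAMP.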
TDP43 rescue – qHTS of TDP-43 Inhibitors; Potency, µM (titrated, usually from 46.1 µM), for inactives: at the top dose growth rescue (activation), actives largely listed as activators; actives 1.8% (n = 410,000); TDP-43 expressing yeast growth rescue, BacTiter-Glo, 24 h; also: % of control where 0% means no effect; nearly all actives have a fitted effect of over 50% in size
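In this qHTS, compounds that restore growth of yeast expressing TDP-43 appear as activators. Cells (OD600=0.02, galactose medium, raffinose-pregrown) are incubated with compound 24 hr at 30 deg C and growth is quantified by BacTiter-Glo.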
EPAC2 antagonist – qHTS for Antagonist of cAMP-regulated guanine nucleotide exchange factor 2 (EPAC2): primary screen; Rap guanine nucleotide exchange factor 4 (Homo sapiens), Q8WZA2; EPAC2 GEF exchange of Rap1B-BODIPY-GDP, fluorescence; Potency, µM (top dose mostly 114 µM), for inactives: at the top dose activity, negative = inhibition, hits mostly inhibitors; actives 0.18% (n = 360,000); also: % is scaled to controls: 0 for no effect and ±100 for the full control effect; nearly all actives have a fitted effect of over 45% in size; many of its hits are not listed in these tables
aSyn rescue – qHTS of alpha-syn Inhibitors. Yeast expressing alpha-synuclein, growth rescue, BacTiter-Glo, 24 h. Potency, µM (series often up to 46.1 µM), without a hit: top-dose growth rescue (activation), actives largely listed as activators. actives 0.14% (n = 370,000). AID 652106, 2013; also: % of control where 0% means no effect; nearly all actives have a fitted effect of over 65% in size
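Screening used galactose-induced yeast with toxic alpha-synuclein levels, exposed to compound for 24 hr at 30 deg C. Cell growth, read with BacTiter-Glo luminescence, gave the measured signal.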
FUS suppressor – qHTS for Suppressors of FUS Proteinopathy: Primary screen using FUS-linked yeast assay. S. cerevisiae FUS-expressing, growth rescue, OD600, 24 h. actives 0.24% (n = 390,000). Potency, µM (doses to about 76.6 µM), for inactives: top-dose growth rescue (activation), most hits filed as activators;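 also: plate controls were DMSO vehicle for no effect and reference control for full effect; nearly all actives have a fitted effect of over 55% in size; some results filed as inactive show a strong effect at the top dose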
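S. cerevisiae expressing FUS from galactose induction served as the toxicity model. Growth after 24hr at 30C, read as absorbance at 600 nm, indicates suppression of toxicity; compounds dosed at several concentrations.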
The depositor's hits bear a star; i = inactive; ? = inconclusive; nt = no result given; & = joins results of further samples; [ ] = remark or other dose. Calls follow the shape of the dose curve; as a rule, active = well fitted curve in the direction sought with a large enough effect; inconclusive = small, poorly fitted or top-dose-only effect, or another doubt; inactive = no such curve, though single readings can be large; an effect the other way counts as inactive or inconclusive. Potency is read from the fitted curve at half-maximal effect.

Sequence of screens – EPAC2 ag	PTHR1 agonist	EPAC1 antagonist	EPAC1 agonist	TDP43 rescue	EPAC2 antagonist	aSyn rescue	FUS suppressor
[1] CC(C)Cn1c(N)c(C(=O)COC(=O)c2cc(-c3ccccc3)nc3ccccc23)c(=O)n(C)c1=O
 : 1.9%	i	1.4%	9.7%	6.7%	-22.4%	-1.0%	22.3%
[2] O=C(NCCCl)NNc1c(Cl)cc(Cl)cc1Cl
 : 10.3%	-6.0%	-12.1%	-3.0%	-8.2%[9.22 µM]	8.3%	-3.6%	5.7%
[3] COc1cccc(NC(=O)N2CCC(NC(=O)C(Cc3cccc(C)c3)NC(C)=O)CC2)c1 (centres undefined)
 : 4.6%	11.1%	6.6%	-10.9%	-10.3%	10.8%	-0.6%	-4.2%
[4] COc1ccc(C(=O)NC2CC2)cc1OC1CCN(Cc2ccccc2F)CC1
 : 3.8%	-21.6%	5.2%	-2.2%	14.6%	4.9%	-0.1%	nt
[5] CC(C(O)c1ccc(O)cc1)N1CCC(Cc2ccccc2)CC1 (centres undefined)
 : 2.5%&-2.8%&4.7%	-17.4%&-25.9%&-12.5%	-3.8%&-23.2%&-13.8%	-10.5%&-23.5%&-11.8%	14.5%&-10.0%&21.9%	-5.2%&4.1%&10.3%	14.6%&8.4%&9.0%&-1.7%	-21.3%&-14.2%&-22.8%
[6] OCC(CO)(CO)NCC(O)CN1c2ccccc2Sc2ccccc21 (centres undefined)
 : 4.9%	-14.0%	4.0%	-6.5%	-4.7%	9.1%	1.1%	-16.8%
[7] O=C(O)c1cc(-c2ccccc2)n(-c2ccccc2)n1
 : 0.4%	i	3.9%	4.2%	8.5%	9.9%	-6.2%	4.6%
[8] CCCCCCS(=O)Cc1ccccc1 (centres undefined)
 : 4.5%	i	-7.4%	2.6%	-5.8%	-3.0%	0.7%	-14.9%
[9] Cc1cc(-c2nn(C)c(=O)c3ccccc23)cc(C)c1O
 : 7.0%	-37.4%[inhibitor]	-10.9%	-8.3%	-4.0%	11.1%	-3.8%	10.9%
[10] O=[N+]([O-])c1ccc(P(=O)(Cc2ccccc2)c2ccccc2O)cc1 (centres undefined)
 : 0.0%	-29.5%	5.4%	5.6%	-7.1%	0.8%	-0.2%	-12.6%
[11] O=[N+]([O-])c1ccc(N2CCSCC2)cc1
 : -0.5%	-26.2%	3.3%	2.3%	-2.9%[9.22 µM]	1.0%	-0.8%	-3.0%
[12] CCOC(=O)c1ccc2[nH]c(C)c(CCC(C)=O)c(=O)c2c1
 : -1.1%	i	25.8%	-0.3%	-11.5%	7.7%	-0.4%	-2.5%
[13] O=c1[nH]c(SCCOc2cccc3ccccc23)nc2ccccc12
 : 7.1%	-11.9%	-4.2%	-5.8%	-15.1%	0.5%	-16.9%	-0.1%
[14] COc1cc(C(F)(F)F)c(C(=O)N(C)Cc2cccc(Cl)c2)cn1
 : -6.2%	-4.8%	-7.7%	4.9%	0.0%	-0.8%	7.5%	0.5%
[15] O=C(NCCO)C(F)(F)C(F)(F)C(F)(F)OC(F)(C(=O)NCCO)C(F)(F)F (centres undefined)
 : 0.6%	i	11.9%	-8.0%	-19.6%	6.9%	-0.3%	-2.1%
[16] S=C(Nc1ccccc1Cl)N1CCOCC1
 : 1.4%	i	5.9%	-6.4%	0.0%	-2.0%	0.2%	-25.9%
[17] CC(Oc1ccc(Cl)cc1)C(=O)Nc1ccc(S(=O)(=O)Nc2nccs2)cc1 (centres undefined)
 : 10.2%	-50.8%[inhibitor]	?	7.4%	-20.4%	-1.5%	-1.9%	39.5%
[18] O=C(N/N=C/c1ccc2cccc(OCc3ccccc3)c2n1)c1ccc(Br)cc1
 : 8.1%	-19.0%	5.8%	-0.4%	-1.1%	7.4%	6.9%	12.9%
[19] CC1=NN(C(=S)Nc2ccccc2)C(C)(C)C1
 : 4.7%	-9.9%	8.4%	9.7%	19.3%	1.2%	-8.3%	-5.4%
[20] CCOc1ccccc1NC(=O)CSc1nccn1-c1ccccc1
 : -6.8%	-6.6%	-11.2%	-7.0%	?	-6.6%	5.2%	-16.6%
[21] COc1ccc(Br)cc1/C=N/NC(=O)c1cccnc1
 : 4.6%	-5.7%	-10.2%	-6.9%	-22.8%	-5.1%	-0.8%	16.3%
[22] COCc1cc(C)n(CC(=O)Nc2ccc(N3CCOCC3)c(Cl)c2)c(=O)c1C#N
 : 7.8%	-3.3%	-2.6%	7.3%	-4.8%	-14.2%	9.2%	-4.6%
[23] O=C(NCc1cccnc1)Nc1ccc(Cl)cc1Cl
 : 7.9%	-6.8%	-5.0%	-4.0%	15.4%	1.4%	2.4%	-6.8%
[24] Cc1cc(C)c(NC(=O)CSc2nc3ccncc3[nH]2)c(C)c1
 : 0.4%	i	8.5%	6.4%	11.4%&-7.3%	4.3%	-0.4%	-10.1%&-8.3%
[25] CCCn1c(NC(=O)C2CCN(C(=O)c3ccc(F)cc3)CC2)nc2ccccc21
 : -6.7%	-22.1%	15.5%	1.0%	19.2%	-2.6%	-5.6%	nt
[26] CC(C)CCN1CCN(Cc2cccn2-c2nccs2)CC1CCO (centres undefined)
 : 7.7%	-24.6%	-24.5%	3.4%	11.0%	-6.5%	0.3%	-16.5%
[27] Cc1ccc(OC(=S)Nc2ccccc2)c(C)c1
 : 20.6%	-3.6%[57.5 µM]	-14.6%	3.3%	1.9%	-2.6%	-0.1%	-1.4%
[28] COc1ccc(-c2n[nH]c(=S)n2-c2ccc3c(c2)OCCO3)cc1
 : -1.8%	i	-26.3%	-6.2%	12.6%	-7.5%	0.4%	-17.1%
[29] CC1=C(C(=O)Nc2nc3ccccc3s2)C(c2ccco2)C(C#N)=C(SCC(=O)NC2CCCCC2)N1 (centres undefined)
 : 18.4%	i	-28.5%	14.9%	-23.1%	-5.7%	0.5%	?
[30] Cc1ccccc1CSCC(=O)c1c(N)n(CC(C)C)c(=O)n(C)c1=O
 : -17.8%	-9.1%	-1.3%	4.9%	6.0%	-3.3%	2.0%	-0.2%

Compounds shown so far that contain a nitro group on carbon (two):
Sequence of screens – EPAC2 ag	PTHR1 agonist	EPAC1 antagonist	EPAC1 agonist	TDP43 rescue	EPAC2 antagonist	aSyn rescue	FUS suppressor
[10] O=[N+]([O-])c1ccc(P(=O)(Cc2ccccc2)c2ccccc2O)cc1 (centres undefined)
 : 0.0%	-29.5%	5.4%	5.6%	-7.1%	0.8%	-0.2%	-12.6%
[11] O=[N+]([O-])c1ccc(N2CCSCC2)cc1
 : -0.5%	-26.2%	3.3%	2.3%	-2.9%[9.22 µM]	1.0%	-0.8%	-3.0%

(continued)
Sequence of screens – EPAC2 ag	PTHR1 agonist	EPAC1 antagonist	EPAC1 agonist	TDP43 rescue	EPAC2 antagonist	aSyn rescue	FUS suppressor
[31] O=C(c1nc2ccccc2s1)N1CCSCC1
 : -2.5%	-1.9%	-5.8%	7.6%	21.4%	-2.5%	12.0%	4.4%
[32] O=C(Cn1c(=O)n(CCCC(=O)NC2CCCC2)c(=O)c2ccccc21)NCCC1=CCCCC1
 : 6.9%	i	-17.3%	10.9%	-4.7%	-4.6%	-0.3%	-15.8%
[33] Cc1noc(C)c1C(=O)N1CCCC(C)(C(=O)NS(=O)(=O)C2CC2)C1 (centres undefined)
 : 2.0%	-4.4%	19.8%	0.6%	0.0%	0.1%	-0.7%	-22.8%
[34] Cc1cc(Nc2ccccc2C(=O)O)nc2nc3ccccc3c(=O)n12
 : 8.2%	-24.6%	-24.9%	3.5%	27.8%	-4.6%	2.0%	6.1%
[35] CCOc1cccc(CN2CCCC(C(=O)Nc3cccc(-n4cccn4)c3)C2)c1 (centres undefined)
 : -2.3%	-12.4%	7.9%	3.9%	11.2%	-1.7%	-0.2%	nt
[36] CN(Cc1nccs1)C(=O)C1CCC(=O)N(CCc2cccc(F)c2)C1 (centres undefined)
 : 3.9%	-17.5%	-12.6%	-7.7%	0.3%	-11.2%	-3.9%	nt
[37] COC(=O)C1C(=O)C2=C(CC1C)NC(C)=C(C(=O)OCCOc1ccccc1)C2c1ccc(C)o1 (centres undefined)
 : 10.0%	i	-0.6%	0.8%	-4.5%	6.1%	-0.2%	13.5%
[38] CCC(C(=O)NCc1ccco1)N(C(=O)CNS(=O)(=O)c1ccc(C)cc1)c1ccccc1F (centres undefined)
 : 6.8%	0.0%	-22.4%	-2.1%	-9.1%	0.9%	-4.0%	16.7%
[39] C[C@H]1CCC[C@]2(O[C@@H](CCO)C[C@H](O)[C@H]2O)O1
 : 2.9%	i	2.5%	-20.0%	-0.9%	2.8%	-1.9%	-16.6%
[40] CC(=O)Nc1ccc(S(=O)(=O)Nc2nc(CN3CCOCC3)nc3sc4c(c23)CCCC4)cc1
 : 6.0%	i	-14.0%	13.4%	-0.1%	-5.7%	1.3%	?
[41] CCS(=O)(=O)N1Cc2ccccc2CC1C(=O)NC(C)C12CC3CC(CC(C3)C1)C2 (centres undefined)
 : -2.7%	i	-10.6%	3.0%	1.9%	-6.9%	1.9%	?
[42] CN(C)c1ccc(-c2nnc(SCC3CCCO3)n2C)cc1 (centres undefined)
 : 2.0%	-1.4%	24.9%	-2.2%	-8.6%[0.397 µM]	-6.2%	-0.3%	5.2%
[43] N=c1n(CC(=O)c2ccc([N+](=O)[O-])cc2)c2ccccc2n1Cc1ccc(Cl)cc1
 : -3.5%	-18.1%	-14.4%	13.0%	-5.5%	0.5%	-2.9%	10.1%
[44] CC1CCCC(C)N1/N=C/c1ccc(O)c(O)c1 (centres undefined)
 : 0.1%	i	-8.7%	-5.3%	-3.9%	2.7%	-2.1%	-9.6%
[45] CCOc1ccc(C(c2c(O)nc(SC)n(C)c2=O)c2c(O)nc(SC)n(C)c2=O)cc1
 : -9.2%	i	-5.3%	4.4%	22.6%	4.7%[57.1 µM]	15.0%	3.0%
[46] CCOc1ccc(C(=O)N2CCN(c3ccccc3)CC2)cc1OCC
 : 0.6%	-0.7%[57.5 µM]	8.2%	1.0%	19.4%	2.1%	-2.8%	19.8%
[47] CCOc1ccc(CC(=O)N/N=C/c2cccnc2)cc1
 : 6.0%	i	-21.4%	5.2%	-9.3%	8.8%	-8.5%	15.1%

Only part of the results is shown. The share of hits here may be higher or lower than overall.
